Myeloid diff MLP = myeloid differentiation induction. ER-HoxA9 myeloid progenitors, lysozyme-GFP differentiation, flow cytometry. calls only at 10 µM. actives 1% (n = 360,000);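 active = normalized GFP-positive differentiation at or above the plate's own cutoff, the solvent-only control mean plus 3 SD; inconclusive = no clear call, values can overlap the other calls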;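 note: cells exposed to compound for four days before flow analysis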
Myeloid diff MLP GFP+ MAC1+ % = further read-out of Myeloid diff MLP, marked with its call; GFP+ MAC1+ double positive, %; measured here: differentiation confirmed by MAC1 staining
* hit, by the source's call; i = inactive; ? = inconclusive; / = not tested or not shown; + = active, no number. These rows are one share of the data, so the mix of outcomes need not match the whole.

SMILES	Myeloid diff MLP	Myeloid diff MLP GFP+ MAC1+ %
CC(C(=O)N1CCc2ccccc21)N1CCN(S(=O)(=O)c2ccc(C(F)(F)F)cc2)CC1 (configuration not stated)	i	0.4
CCCCCC(=O)N1C[C@@H](n2cc(COC(=O)c3ccccc3)nn2)[C@H](O)C[C@@H]1c1ccc(C)cc1	i	1.5
CC(C)(C)OC(=O)C[C@H]1C/C=C\C[C@@H](CC(=O)N(CCO)Cc2ccccc2)C(=O)N[C@H](Cc2ccccc2)COC1=O	i	0.5
O=C(CC[C@H]1O[C@@H](n2ccc(=O)[nH]c2=O)[C@H](O)[C@@H]1O)N1CCN(Cc2cccc3ccccc23)CC1	i	1.6
COC(=O)[C@@]12CCCCN1[C@H](c1ccc(-c3ccc(OC)cc3)cc1)[C@@H]1C(=O)N(C)C(=O)[C@@H]12	i	2.5
C[C@H](NC(=O)c1[nH]cnc1C(=O)Nc1cccc(Cl)c1)c1ccccc1	i	1.4
COc1ccc([C@H]2C[C@@H](n3cc(COC(=O)c4ccccc4)nn3)[C@H](O)CN2C(=O)c2cccs2)cc1	i	0.6
CC(C)C(=O)N1CCCC1(C)C(=O)Nc1ccccc1 (configuration not stated)	i	0.2
Nn1c(SCC(=O)NC2CCCCC2)nnc1-c1ccco1	i	0.1
O=C(Cc1ccc(NC(=O)C2CCCN(C(=O)CCc3ccccc3)C2)cc1)Nc1ccc(C(=O)N2CCOCC2)cc1 (configuration not stated)	i	1.5
Cc1cc(O)c(C(C)C)cc1NC(=O)Nc1cc(Cl)ccc1Cl	i	0.9
Nc1nc(SCc2ccccc2)sc1C(=O)N1CCCCC1	i	0.3
Cc1ccc(C)c(CNc2ccc(S(=O)(=O)N3CCCCC3)cc2)c1	i	0.4
CC(=O)Nc1ccc(S(=O)(=O)NN=CCCc2ccccc2)cc1	i	1.0
CN(C(=O)c1ccc(NC(=O)Cc2cccc(NC(=O)C3CCCN(C(=O)CCc4ccccc4)C3)c2)cc1)C1CC1 (configuration not stated)	i	0.6
CC1(C)CCCC2(C)C1CCC1(C)OC(=O)CCC12 (configuration not stated)	i	2.6
CN(c1ccc(C(=O)N2CCCCCC2)cc1)S(=O)(=O)c1ccccc1	i	0.7
COCCNc1nc(Oc2ccc(NC(C)=O)cc2)c2sc(-c3ccccc3)cc2n1	i	0.8
O=C1CC(SC(=S)C2CCCC2=O)C(=O)N1 (configuration not stated)	i	1.1
Cc1ccc(-c2nc3ccc(Cl)cn3c2CC(C)(C)C)cc1	i	0.8
COc1ccc(C(=O)Nc2ccc(C)c(S(=O)(=O)N3CCOCC3)c2)cc1S(=O)(=O)N1CCCC1	i	0.2
CC(=O)Nc1cccc(-c2cc(NC(C)=O)c3ncc(-c4cccc(C(F)(F)F)c4)n3c2)c1	i	1.6
COc1ccc(-c2nc3ccc(Cl)cn3c2Cc2ccccc2C(F)(F)F)cc1OC	i	0.3
CC(C)CN(C(=O)COC(=O)c1ccccc1SCC(=O)N1CCCC1)C1CCS(=O)(=O)C1 (configuration not stated)	i	0.8
COc1ccc(OC)c(NC(=O)CSc2nc(O)cc(=O)n2CC(C)C)c1	i	0.6
Cc1noc(C)c1NC(=O)N(C)C[C@H]1Oc2ccc(NC(=O)Cc3ccccc3)cc2C(=O)N([C@H](C)CO)C[C@@H]1C	i	0.8
CCOC(=O)N1CCN(C(=O)c2ccccc2SCC(=O)NCC2CCCCC2)CC1	i	0.7
O=c1c(O)c(-c2ccc(O)c(O)c2)oc2cc(O)ccc12	i	1.3
CN(C(=O)c1ccc(NC(=O)Cc2ccc(NC(=O)C3CCN(C(=O)CCc4ccccc4)CC3)cc2)cc1)C1CCCC1	+	2.0*
CN(Cc1ccc(F)cc1)C(=O)CN1C(=O)c2ccccc2S1(=O)=O	i	0.3
COCCNC(=O)C1CCCN(C(=O)c2ccc3sccc3c2)CC1 (configuration not stated)	i	0.6
COc1cccc(C(C(=O)NCc2ccccc2)N2CCN(c3ccccc3F)CC2)c1OC (configuration not stated)	i	2.4
COc1ccccc1N(C)S(=O)(=O)c1ccc(C(=O)Nc2cc(F)ccc2C)cc1	i	0.9
O=C(OCCSCCOC(=O)C1CC=CCC1)C1CC=CCC1 (configuration not stated)	i	0.5
CCCCN1C(=O)C(CC(=O)NC(c2ccccc2)c2ccccc2)CC(C(=O)N2CCOCC2)=C1C (configuration not stated)	i	0.6
CCC(c1nnnn1-c1c(C)cccc1C)N1CCN(CCN2CCOCC2)CC1 (configuration not stated)	i	1.0
Cc1ccc(S(=O)(=O)CCC(=O)OCc2cc(C)ccc2C)cc1	i	1.2
CCOC(=O)CCCCCC(=O)Nc1ccc2c(c1)C(=O)N([C@H](C)CO)C[C@@H](C)[C@@H](CN(C)C(=O)CCC(F)(F)F)OCCCC[C@H](C)O2	i	1.0
Cc1onc(-c2ccccc2)c1C(=O)NNC(=O)c1ccccc1O	i	1.2
CC1=C(C(=O)N(C)C)CC(CC(=O)NCCc2ccccn2)C(=O)N1Cc1ccc(F)cc1 (configuration not stated)	i	0.7
CC(C)Oc1cccc(NC(=O)C2(C)CCN2C(C)C)c1 (configuration not stated)	i	1.4
NS(=O)(=O)c1cccc(NC(=O)CSc2nnc3n2CCCCC3)c1	i	0.6
CCOc1ccc(NS(=O)(=O)c2ccc(C(=O)NCC(c3ccc(OC)cc3)N3CCCC3)cc2)cc1 (configuration not stated)	i	0.8
COc1ccccc1CC(=O)c1ccc(OCc2ccccc2)cc1	i	1.7
O=C(COC(=O)/C=C/c1cccc(F)c1)NC(=O)NCc1ccccc1	i	1.1
O=C(CC1CCCC1)NCCS(=O)(=O)N1CCN(c2ccccc2)CC1	i	0.4
O=C(Nc1ccc2c(c1)N(S(=O)(=O)c1cccs1)CCC2)c1c(F)cccc1F	i	0.3
Cc1ccnc(NC(=O)c2ccc(S(=O)(=O)N3CCCC3)cc2)c1	i	0.3
O=C(Nc1ccc2c(c1)OCCO2)c1ccccc1Cl	i	0.6
COc1ccc(CNC(=S)Nc2cccc(Cl)c2)cc1	i	0.4
O=C(Nc1cc(Cl)ccc1F)c1ccc(-n2cncn2)c([N+](=O)[O-])c1	i	1.0
CCOC(=O)N1CCN(C(=O)C(NC(=O)c2ccc(C(C)(C)C)cc2)C(C)C)CC1 (configuration not stated)	i	0.7
CCc1cnc(Nc2nc(C(N)Cc3ccc(F)cc3)cs2)nc1 (configuration not stated)	i	1.0
CCOc1ccc(S(=O)(=O)NCCC(=O)NCC(c2ccc(OC)cc2)N2CCOCC2)cc1 (configuration not stated)	i	1.2
COC(=O)C1C2CC3c4[nH]c5cc(OC)ccc5c4CCN3CC2CC(OC2CCCCO2)C1OC (configuration not stated)	+	1.0*
COCCN(C(=O)COC(=O)CCCc1c[nH]c2ccccc12)c1c(N)n(Cc2ccccc2)c(=O)[nH]c1=O	i	1.2
CCCCNC(=O)C(NC(=O)c1cnc(C)cn1)C(=O)c1ccccc1 (configuration not stated)	i	2.1
Cc1ccc(S(=O)(=O)N2CCOCC2)cc1NC(=O)CSc1nnnn1C1CCCC1	i	0.8
Cc1cc(Nc2cc(Cl)nc(Sc3ccc(NC(=O)C4CC4)cc3)n2)n[nH]1	i	2.3
COC(=O)c1cc(C(=O)OCC(=O)NC(=O)NCc2ccccc2)cc([N+](=O)[O-])c1	i	0.9
Next results.
SMILES	Myeloid diff MLP	Myeloid diff MLP GFP+ MAC1+ %
COc1ccc(CCNCc2ccc(-c3ccccc3)cc2)cc1OC	i	0.2
COC(=O)C(Cc1c[nH]c2ccccc12)NC(=O)c1ccc2nc[nH]c2c1 (configuration not stated)	i	0.5
COC(=O)[C@@]12C[C@@H](CC(=O)N3CCN(C(=O)c4ccco4)CC3)C(=O)N(Cc3cccc4ccccc34)C1=CCC(C)(C)C2	i	1.4
Oc1ccc(C[C@H]2CNCCN2CCc2cccc3ccccc23)cc1	i	2.2
Cc1cc(C)n(-c2ccc(C(=O)N3CCN(S(=O)(=O)c4ccc(Br)cc4Cl)CC3)cc2)n1	i	1.6
C[C@@H]1CCCCO[C@@H](CN(C)Cc2ccc(Cl)c(Cl)c2)[C@@H](C)CN([C@H](C)CO)C(=O)c2cc(NC(=O)Nc3ccccc3)ccc2O1	i	0.3
CN(Cc1ccc2c(c1)CCCN2C)C(=O)[C@H]1O[C@@H](n2ccc(=O)[nH]c2=O)[C@H](O)[C@@H]1O	i	2.0
Cc1ccc2nc(SCC(=O)NC3CCS(=O)(=O)C3)[nH]c2c1 (configuration not stated)	i	0.8
O=C(CN1CCN(S(=O)(=O)c2cc(C(F)(F)F)ccc2Cl)CC1)N1CCc2ccccc2C1	i	1.2
CCC(Sc1nc2ccsc2c(=O)n1CCC(=O)O)C(=O)Nc1ccc(Cl)cc1 (configuration not stated)	i	0.4
CN1CCN(C(=O)c2cnc(Cc3c[nH]c4ccccc34)c(I)c2)CC1	i	0.6
COc1cc([C@@H]2CC=C(C(=O)O)[C@H](c3cccc(Cl)c3)N2S(=O)(=O)c2ccc(C)cc2)cc(OC)c1OC	i	1.5
CC(=O)Nc1cccc(-c2cc(NC=O)c3ncc(-c4ccc(C(C)=O)cc4)n3c2)c1	i	1.0
CC(OC(=O)c1cnc(Cl)c(Cl)c1)C(=O)NCc1ccccc1 (configuration not stated)	i	0.8
CC(=O)Nc1cccc(NC(=O)CSc2nnc3ccc(-c4ccccn4)nn23)c1	i	0.7

A draw from above in order of molecular weight, rising:
SMILES	Myeloid diff MLP	Myeloid diff MLP GFP+ MAC1+ %
Cc1ccc2nc(SCC(=O)NC3CCS(=O)(=O)C3)[nH]c2c1 (configuration not stated)	i	0.8
CC(=O)Nc1cccc(-c2cc(NC=O)c3ncc(-c4ccc(C(C)=O)cc4)n3c2)c1	i	1.0
CC(=O)Nc1cccc(NC(=O)CSc2nnc3ccc(-c4ccccn4)nn23)c1	i	0.7
CN(Cc1ccc2c(c1)CCCN2C)C(=O)[C@H]1O[C@@H](n2ccc(=O)[nH]c2=O)[C@H](O)[C@@H]1O	i	2.0
CCC(Sc1nc2ccsc2c(=O)n1CCC(=O)O)C(=O)Nc1ccc(Cl)cc1 (configuration not stated)	i	0.4
CN1CCN(C(=O)c2cnc(Cc3c[nH]c4ccccc34)c(I)c2)CC1	i	0.6
C[C@@H]1CCCCO[C@@H](CN(C)Cc2ccc(Cl)c(Cl)c2)[C@@H](C)CN([C@H](C)CO)C(=O)c2cc(NC(=O)Nc3ccccc3)ccc2O1	i	0.3

Returning to the listing, starting four compounds before the break.
SMILES	Myeloid diff MLP	Myeloid diff MLP GFP+ MAC1+ %
COc1cc([C@@H]2CC=C(C(=O)O)[C@H](c3cccc(Cl)c3)N2S(=O)(=O)c2ccc(C)cc2)cc(OC)c1OC	i	1.5
CC(=O)Nc1cccc(-c2cc(NC=O)c3ncc(-c4ccc(C(C)=O)cc4)n3c2)c1	i	1.0
CC(OC(=O)c1cnc(Cl)c(Cl)c1)C(=O)NCc1ccccc1 (configuration not stated)	i	0.8
CC(=O)Nc1cccc(NC(=O)CSc2nnc3ccc(-c4ccccn4)nn23)c1	i	0.7
CC(C)(C)OC(=O)[C@H](Cc1ccccc1)NC(=O)c1nc[nH]c1C(=O)N1CCNCC1	i	1.8
C[C@@H]1CN([C@@H](C)CO)C(=O)CCCn2nncc2CO[C@H]1CN(C)C(=O)Nc1ccc2c(c1)OCO2	i	0.7
O=C(NC1CCCCC1)C1COc2ccccc2O1 (configuration not stated)	i	0.6
COc1ccc(NC(=O)CN(c2ccccc2OC)S(=O)(=O)c2cccs2)cc1Cl	i	0.6
COc1cc(/C=N/NC(=O)CNS(=O)(=O)c2ccc(C)cc2)cc(OC)c1OC	i	0.5
NC(Cc1ccc(C(F)(F)F)cc1)c1csc(NC(=O)Nc2ccccc2Oc2ccccc2)n1 (configuration not stated)	+	3.4*
CC(OC(=O)c1ccc2c(c1)NC(=O)CS2)C(=O)c1ccc(F)cc1 (configuration not stated)	i	0.6
COc1cccc(CN2C(=NC(=O)C3CCCO3)SC3CS(=O)(=O)CC32)c1 (configuration not stated)	i	0.8
Cc1ccccc1NC(=O)CCC(=O)N/N=C/c1ccncc1	i	0.2
O=C(CCc1c[nH]c2ccccc12)OCC(=O)c1ccccc1	i	0.6
CC1(C)CN(C2CCCCC2)C(=O)[C@H]1CC(=O)Nc1ccc(Br)cc1	i	0.3
O=C(CN1C(=O)COc2ccc(Cl)cc21)Nc1nccs1	i	0.1
c1ccc(-c2cc3nc(NCc4cccs4)nc(NCc4ccc5occc5c4)c3s2)cc1	i	2.1
CC1CC(C)(C)CC2(C1)NC(=O)N(CC(=O)OCc1ccc(Br)cc1)C2=O (configuration not stated)	i	1.1
CCN(CC)S(=O)(=O)c1cccc(NC(=O)CCNC(=O)NC23CC4CC(CC(C4)C2)C3)c1	i	0.1
COc1cccc2sc(N3CCN(C(=O)c4ccc([N+](=O)[O-])o4)CC3)nc12	+	3.5*
CCOC(=O)C1=C(C)c2ccccc2N(C(=O)OC)C1(C)C(=O)OCC (configuration not stated)	i	1.5
C#CCN1C=C(C(=O)OCC)C(C)NS1(=O)=O (configuration not stated)	i	0.3
COc1ccc(CCNC(=O)c2ccc(Cl)c(S(=O)(=O)N3CCCCCC3)c2)cc1	i	0.6
Cc1ccc(S(=O)(=O)NCCC(=O)N2CCCCCCC2)cc1	i	0.2
COCCOC(=O)c1c(C)oc2ccc(O)c(CN3CCC(C)CC3)c12 (tested in a mixture with another compound)	i	1.1
Cc1ccc(NS(=O)(=O)c2ccc(C)c(C(=O)Nc3ccc(S(=O)(=O)Nc4onc(C)c4C)cc3)c2)cc1	i	0.6
O=C(C1CCCCC1)N1C[C@@H](O)[C@H](n2cc(-c3ccc(F)cc3)nn2)C[C@@H]1c1ccc(Cl)cc1	i	0.4
Cc1ccc(NC(=O)C(C)Sc2nnc3n2CCCCC3)cc1S(=O)(=O)N1CCOCC1 (configuration not stated)	i	0.8
C=CCn1c(=O)n(C)c2c(=O)n(C)c(=O)n(C)c21	i	1.5
NS(=O)(=O)c1ccc(CCNC(=S)NC(=O)c2ccccc2Br)cc1	i	0.6
Cn1cnc([N+](=O)[O-])c1Sc1nc(N)nc2c1ncn2Cc1ccccc1	i	1.7
Cc1cc(NC(=O)CSCC(=O)OCc2nnc(-c3ccc(F)cc3)o2)no1	i	0.4
CC(=O)c1ccc(-c2cccc(-c3nc4ccccn4c3NC3CCCCC3)c2)cc1	?	/

Assay outcomes from PubChem.
